Source: PubChem BioAssay (several laboratories)
E coli WT exp = growth inhibitors of E. coli BW25113 wild type; 98,000 compounds, 0.15% hits; growth inhibition, % at 100 µM; OD600 absorbance;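 active = growth inhibition above about 50% at one test dose, limit read from the data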;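 also: growth measured after 20 h incubation at 37 °C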
CYP2C9 activ = activators of human CYP2C9. 96,000 compounds, 1.4% hits. AID 1024. activation factor at 5 µM. recombinant CYP2C9, luciferin-H conversion, luminescence; stronger effect = higher value; factor 1 = untreated enzyme, 0 = blocked;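 active = activation factor of 2 or more for CYP2C9 at a 5 µM dose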;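 also: 0 = sulfaphenazole-blocked wells and 1 = vehicle-only wells; values of inactives mirror those of a sister screen read the other way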
CYP2C9 inh = human CYP2C9 inhibition; P11712; CYP2C9 Supersomes, luciferin-H conversion, luminescence; inhibition, % at 5 µM; 96,000 compounds, 20% hits; AID 777;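 active = blocking of liver enzyme CYP2C9 beyond about 50% at 5 µM, limit read from the data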; also: values of inactives mirror those of a sister screen read the other way
PTK2B oligo ant = Pyk2 (human) oligomerization antagonism; z-score (the deposit names both 25 µM and 10 µM); Q14289; 99,000 compounds, 0.83% hits; Q293 cells, Pyk2 FERM NanoBiT luminescence; stronger effect = lower value;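 active = Z-score of -3 or lower, scaled per plate to the spread of control and sample wells; inactive = z-score above -3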;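 also: negative z-score means lost luminescence so less FERM oligomerization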
hDAT+cocaine = changed human dopamine transporter uptake under cocaine IC80 | B-score at 10 µM | Q01959 | 110,000 compounds, 1.3% hits | LLC-PK1 hDAT cells, [14C]-dopamine uptake with cocaine IC80; actives deviate in either direction;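 active = Z score or B-score, a plate-position-corrected score, falls beyond the plate's 99.7% confidence bounds, in either direction; inactive = both scores lie inside the 99.7% bounds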;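 also: scored against the spread of the other compound wells on the same plate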
PostGolgi ctrl = yeast control strain growth, post-Golgi counter-screen | efflux-deficient yeast background strain, growth absorbance A615, 16 h | inhibition, % at 10 µM | 98,000 compounds, 5% hits | AID 738
PTPN22 act = activators of human LYP (PTPN22) phosphatase. Q9Y2R2. recombinant LYP, DiFMUP fluorescence; 0 = plate median, 100 = signal doubled. activation, % at 2 µM. 96,000 compounds, 0.11% hits;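 active = activation at 2 µM above a set limit, the mean plus 5 SD, cut at about 37% in these data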
Target sequence (Q9Y2R2 whole entry, looked up): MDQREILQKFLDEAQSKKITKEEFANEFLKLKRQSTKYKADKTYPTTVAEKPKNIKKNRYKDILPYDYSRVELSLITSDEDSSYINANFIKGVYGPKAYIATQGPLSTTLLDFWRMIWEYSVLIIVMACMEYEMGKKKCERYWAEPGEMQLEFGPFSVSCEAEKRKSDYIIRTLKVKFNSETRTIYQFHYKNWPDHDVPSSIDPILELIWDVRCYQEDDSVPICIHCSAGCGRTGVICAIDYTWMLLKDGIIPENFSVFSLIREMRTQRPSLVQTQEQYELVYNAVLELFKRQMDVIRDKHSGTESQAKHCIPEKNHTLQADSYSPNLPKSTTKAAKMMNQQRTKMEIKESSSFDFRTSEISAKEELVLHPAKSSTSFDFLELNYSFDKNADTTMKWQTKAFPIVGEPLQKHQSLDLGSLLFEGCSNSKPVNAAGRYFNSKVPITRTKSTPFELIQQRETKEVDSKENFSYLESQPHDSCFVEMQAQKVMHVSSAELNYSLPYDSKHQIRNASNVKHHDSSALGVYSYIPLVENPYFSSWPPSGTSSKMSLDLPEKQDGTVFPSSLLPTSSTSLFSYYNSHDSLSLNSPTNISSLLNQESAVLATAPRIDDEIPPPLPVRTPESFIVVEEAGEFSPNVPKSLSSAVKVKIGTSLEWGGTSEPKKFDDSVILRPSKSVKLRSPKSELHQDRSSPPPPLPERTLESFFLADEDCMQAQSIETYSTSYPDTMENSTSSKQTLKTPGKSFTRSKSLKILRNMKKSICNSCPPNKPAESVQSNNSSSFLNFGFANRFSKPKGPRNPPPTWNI
PTPN22 inh 2 = LYP (human) phosphatase inhibition; Q9Y2R2; recombinant LYP catalytic domain, DiFMUP fluorescence; inhibition, % at 2 µM; 96,000 compounds, 0.21% hits; AID 640;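 active = inhibition at 2 µM at or above a set limit, the screen mean plus 3 SD, cut at about 24% in these data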;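 also: 0% = DMSO with enzyme and 100% = enzyme fully blocked by orthovanadate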
PostGolgi yeast = growth inhibition of a yeast mutant, post-Golgi transport screen. post-Golgi transport phenotypic cell assay. inhibition, % at 10 µM. 98,000 compounds, 0.9% hits. AID 739;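 also: yeast cells grown in 1536-well plates; yeast grown about 18 h at 30C before absorbance read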
The depositor's hits bear a star; · = not tested or not shown; & = joins results of further samples. Rule as the data show it, unless noted: active = inhibition above about 30%; inactive = the rest.

SMILES	E coli WT exp	CYP2C9 activ	CYP2C9 inh	PTK2B oligo ant	hDAT+cocaine	PostGolgi ctrl	PTPN22 act	PTPN22 inh 2	PostGolgi yeast
CSc1ccccc1-c1nnc(-c2ccc(C)cc2)o1	-7	1.5	-46	-2.3	0.39	4	1	2	-1
O=C(Nc1ccccc1-c1ccccc1)C1CCCN(c2ncccn2)C1 (centres undefined)	-3	0.5	51*	-0.62	-0.98	12	0	-2	6
Cc1ccc(NC(=O)CC2Oc3ccc(C)cc3NC2=O)cc1 (centres undefined)	-4	0.8	17	·	0.1	-4	-5	4	1
O=C(NCCN1CCOCC1)C1CCC(=O)N1Cc1ccccc1Cl (centres undefined)	4	1	-2	0.69	-0.31	5	0	-8	24
CCOC(=O)C1CCCN(CC(=O)Nc2c(C(=O)OC)[nH]c3ccc(Cl)cc23)C1 (centres undefined)	10	0.1	91*	-0.84	2.9*	39*	-9	9	-10
N#CCCn1c(SCC(=O)NCCc2ccc(F)cc2)nc2ccccc21	-17	0.5	47	-0.37	0.54	22	-12	12	5
O=C(Cc1ccccc1)N/N=C/c1ccccc1Cl	-3	0.8	23	0.12	-1.4	1	2	3	-2
COc1ccccc1C(c1nnnn1CS(=O)(=O)c1ccc(C)cc1)N1CCSCC1 (centres undefined)	-7	0.5	48	-1.1	-0.97	4	6	-8	10
COc1ccc(/C=N/OC/C(O)=C(\C#N)c2nc3ccccc3[nH]2)cc1	-12	1	0	0.03	1.2	-15	-12	16	0
CCOC(=O)c1sc(NCC2CCCO2)nc1C (centres undefined)	-3	0.5	50	-0.18	0.48	4	-6	2	-13
COc1cc(/C=C(/C#N)c2nc3ccccc3[nH]2)ccc1OC(=O)c1ccco1	-8	0.4	61*	-1.9	0.06	-4	-8	9	24
COc1ccc(CNC(=O)/C=C/c2cc3c(cc2Br)OCO3)cc1	-7	1.2	-23	-0.1	-0.67	4	3	1	-6

Seven of the compounds above, with values under each structure.
Under each structure – E coli WT exp	CYP2C9 activ	CYP2C9 inh	PTK2B oligo ant	hDAT+cocaine	PostGolgi ctrl	PTPN22 act	PTPN22 inh 2	PostGolgi yeast
CSc1ccccc1-c1nnc(-c2ccc(C)cc2)o1
 : -7	1.5	-46	-2.3	0.39	4	1	2	-1
O=C(Nc1ccccc1-c1ccccc1)C1CCCN(c2ncccn2)C1 (centres undefined)
 : -3	0.5	51*	-0.62	-0.98	12	0	-2	6
Cc1ccc(NC(=O)CC2Oc3ccc(C)cc3NC2=O)cc1 (centres undefined)
 : -4	0.8	17	·	0.1	-4	-5	4	1
O=C(NCCN1CCOCC1)C1CCC(=O)N1Cc1ccccc1Cl (centres undefined)
 : 4	1	-2	0.69	-0.31	5	0	-8	24
CCOC(=O)C1CCCN(CC(=O)Nc2c(C(=O)OC)[nH]c3ccc(Cl)cc23)C1 (centres undefined)
 : 10	0.1	91*	-0.84	2.9*	39*	-9	9	-10
N#CCCn1c(SCC(=O)NCCc2ccc(F)cc2)nc2ccccc21
 : -17	0.5	47	-0.37	0.54	22	-12	12	5
O=C(Cc1ccccc1)N/N=C/c1ccccc1Cl
 : -3	0.8	23	0.12	-1.4	1	2	3	-2

More results.
SMILES	E coli WT exp	CYP2C9 activ	CYP2C9 inh	PTK2B oligo ant	hDAT+cocaine	PostGolgi ctrl	PTPN22 act	PTPN22 inh 2	PostGolgi yeast
O=c1c2cc(N3CCOCC3)ccc2[nH]c(=S)n1CCCN1CCN(c2ccccc2F)CC1	1	0.8	19	·	-0.32	2	·	·	-1
CCC(CC)C1C(C#N)=C(N)Oc2cc(C)oc(=O)c21 (centres undefined)	1	0.3	72*	1.7	-0.19	2	12	-10	-14
CC1(C)C(=O)Nc2ccccc2N1C(=O)COc1ccc(S(=O)(=O)N2CCOCC2)cc1Cl	2	0.3	66*	-0.67	-1.3	19	-1	0	1
NS(=O)(=O)c1ccc(NC(=O)C2CCCO2)cc1 (centres undefined)	7	1.1	-10	·	1	-3	-5	3	1
CN(C)c1ccnc(NCc2ccccc2)c1C#N	·	0.6	39	-0.87	1.3	·	-5	2	·
O=c1c2ccccc2nc2sc3ccccc3n12	-16	·	·	0.63	0.82	28	2	-2	2
O=c1cc(O)nc(SCc2ccccc2)n1-c1ccccc1	9&18	1.1&1.1	-12&-11	-0.72&-0.49	0.15&-0.65	5&15	-10&-3	13&8	3&-1
CCOc1ccccc1-n1nnnc1SCC(=O)Nc1cc2oc3ccccc3c2cc1OC	-2	0.5	51*	-1.7	0.13	10	6	-2	-9
CCC(=O)Nc1c(C)c(CC)nc2ccccc12	-3	1.2	-15	0.7	-0.28	9	-10	12	0
CCO/N=C(\C)c1c(O)c(CC)c(-c2ccccc2)n(-c2ccccc2)c1=O	·	·	·	0.19	2.7*	·	7	-6	·
O=C1[C@@H]2Cc3ccccc3CN2C(=O)N1c1cccc(F)c1	6	1	2	0.05	0.57	23	-1	0	9
CC1(C)CC(c2nc(-c3ccc(Cl)cc3)cs2)CCS1 (centres undefined)	4	0.9	9	1.2	-0.75	14	5	-3	1
O=C(CSc1nc2ccccc2c(=O)n1NC(=O)c1ccccc1)c1ccccc1	-9	0.1	86*	-0.51	0.66	10	-11	12	-2
COC(=O)c1cnn(-c2cc(Oc3cccc(C)c3)ncn2)c1N	-7	0.3	70*	0.32	0.58	8	-6	4	2
CC1=NN(C(=O)Cc2ccc(C)cc2)C(O)(c2cccnc2)C1 (centres undefined)	1	0.4	64*	-0.03	0.73	5	-5	4	10
CCCS(=O)(=O)NCCc1cc2cc(C)c(C)cc2[nH]c1=O	-13	·	·	-0.78	0.72	-6	-7	11	8
c1cncc(-c2nnc(-c3cccnc3)nn2)c1	6	1	2	0.33	·	-1	-1	3	12
Cc1ccc(Sc2oc(/C=N/n3cnnc3)cc2Br)cc1	-6	0.8	16	-0.48	-0.59	44*	-4	0	1
COc1ccc(CC(=O)NC(C)c2nnc(SCCOc3ccc(OC)cc3)n2C)cc1 (centres undefined)	-1	0.7	29	0.85	0.2	9	-2	4	-1
CC1=CC(C)(C)NC(=S)N1c1ccc2ccccc2c1	-19	0.8	16	-0.62	-0.0075	-1	3	-2	5
CC(=O)NC(=O)c1nnn(Cc2ccccc2)c1NC(C)=O	-2	0.9	6	-0.16	-0.5	2	20	-18	-4
Cc1ccc(C)c(NC2=NCC(=O)N2C2CCCCC2)c1	·	·	·	-0.47	-0.18	·	-3	5	·
COc1ccc(-c2csc(NC(=O)C3CCCCN3S(=O)(=O)c3ccccc3)n2)cc1 (centres undefined)	-14	0.1	88*	-3.4*	0.9	52*	-7	10	6
CCCn1nc(NC(=O)c2ccco2)c2cc3ccc(C)cc3nc21	·	0.9	8	0.27	0.74	·	·	·	·
Cc1cc(-n2c(C)cc(C(=O)CSc3ncnc4ccccc34)c2C)no1	-6	1	2	0.47	2.1	40*	-9	7	0
COc1ccc(OC)c(-n2c(N)c(C(=O)NCC3CCCO3)c3nc4ccccc4nc32)c1 (centres undefined)	-4	0.8	16	-0.25	0.33	11	-6	6	4
O=C(NN=C1c2ccccc2-c2ccccc21)c1ccccc1Br	-2	0.8	19	0.18	1.2	3	1	1	0
O=C(c1cnccn1)N(Cc1ccco1)C1(C(=O)NC2CCCCC2)CCCCC1	4	0.9	15	0.08	0.0062	1	3	-4	-1
Cc1nc(Nc2ccccc2)[nH]c(=O)c1CCC(C)C	-5	0.8	24	-0.41	-0.65	18	-4	4	-3
CCOC(=O)C1CCN(C(=O)CN(c2cc(OC)ccc2OC)S(=O)(=O)c2ccccc2)CC1	5	0.6	45	-0.68	1.4	-3	·	·	-18
CCCc1noc2c1C(c1ccoc1)C(C#N)=C(N)N2 (centres undefined)	9	0.7	26	-0.01	-1.9	7	3	-6	2
O=C(Nc1ccccc1)c1cccc(N2C(=O)CCC2=O)c1	1	0.7	31	0.32	-0.1	-2	-8	7	-4
Clc1cc(Br)ccc1OCCOCCN1CCOCC1	6	1	-2	-0.35	-0.79	14	-6	6	53*
Cc1cc(C)cc(OCC(=O)Nc2ccc3c4c(cccc24)CC3)c1	-8	1.4	-37	0.6	-0.66	7	-12	14	-10
COc1cc(NS(=O)(=O)c2ccc(F)cc2)c(OC)cc1NC(C)=O	-2	0.3	67*	0.6	0.92	19	-5	3	13
Cc1ccc(-n2ncc3c(=O)n(Cc4ccccn4)cnc32)cc1C	6	0.9	8	1.7	0.38	13	1	-1	-1
Cc1ccc2nc3sc(C(=O)N4CCCc5ccccc54)c(N)c3cc2c1	-7	0.1	92*	-0.38	-0.3	50*	11	-14	7
CCn1c(CC(=O)Nc2ccc(C)c(Cl)c2)nnc1SCCOc1ccc(OC)cc1	-6	0.8	17	-0.64	-1.7	4	-3	7	-3
CCOc1ccc(NC(=O)c2ccccc2O)cc1	-3	·	·	-0.15	2.3	22	·	·	-4
C=CCn1c(SCC(=O)c2cccs2)nc2sc(C)c(C)c2c1=O	·	·	·	-1.4	-0.84	·	3	-2	·
COc1ccc2[nH]c(=O)c(COC(=O)c3ccco3)cc2c1	-8	0.9	8	-0.45	·	-2	-5	10	-2
CC(C)(C)NC(=O)CN(C(=O)C1CSC(=O)C1)c1ccc2c(c1)OCCO2 (centres undefined)	0	1.2	-23	-0.74	0.22	-7	0	6	5
CCOC(=O)C1=NNC(C(=O)c2ccc(C)cc2)C1c1ccc(OC)cc1 (centres undefined)	-9	0.7	32	-1.9	1.7	5	-8	10	-7
CCN(CC)C(=O)n1nc(C)c(CN2C(=O)c3ccccc3C2=O)c1C	·	·	·	0.26	-0.33	·	2	-5	·
Cn1nc(C(=O)N2CCCC2)c2ccccc2c1=O	-5	1.1	-6	1.4	0.49	30*	2	-3	-3
CC(C)N(Cc1nc(-c2ccccc2)no1)C(=O)CN1C(=O)c2ccccc2C1=O	2	·	·	0.14	-0.029	5	11	-9	-1
O=C(NC1CCN(C(=S)NCc2ccco2)CC1)C12CC3CC(CC(C3)C1)C2	3	0.7	30	1.8	-1.1	7	-8	5	5
O=C(Nc1ccc(Br)cc1)c1ccccc1CC[N+](=O)[O-]	-4	1.1	-14	-1.8	0.12	8	-10	13	23
CC(=O)Nc1cccc(OCC(=O)NC(C)C(C)C)c1 (centres undefined)	0	1.4	-35	1.1	-0.086	5	9	-11	-5
COc1cccc(C2C(C(N)=O)=C(C)Nc3nc(-c4ccccc4Cl)nn32)c1 (centres undefined)	6	0.7	34	·	0.011	0	·	·	-11
Cc1nc2nc(CSc3nnc(C)s3)cc(=O)n2[nH]1	1	1	2	0.29	·	2	·	·	-27
Cc1nc(C)c(C(=O)Nc2ccccc2-c2ccccc2)o1	-4	0.8	19	0.19	-0.21	5	2	-4	8
O=C(Nn1c(O)c(C=C2N=c3ccccc3=N2)sc1=S)c1ccc(Cl)cc1	1	1	0	-0.85	·	8	-14	18	-5
O=C(Cn1ncc2c(=O)oc3ccccc3c21)NCCN1CCN(c2ccccc2F)CC1	1	0.7	35	·	-0.95	11	·	·	3
CCOC1(C(F)(F)F)NC(=O)N(Cc2ccc(OC)cc2)C1=O (centres undefined)	-3	0.9	14	-0.72	-0.54	-7	6	-5	-6
CC(C)CC(c1nnnn1Cc1ccccc1)N1CCC(C(N)=O)CC1 (centres undefined)	·	·	·	1.4	0.0074	·	4	-4	·
CC(=O)c1cccc(NC2c3ccccc3C(=O)N2Cc2ccc3c(c2)OCO3)c1 (centres undefined)	0	0.4	61*	·	0.3	18	·	·	-2
O=C(NNC(=O)c1ccncc1)c1ccncc1	-4	1	0	-0.52	-0.068	10	13	-11	-4
Nc1nnc(CC(=O)N/N=C/c2cccc(OCCOc3ccccc3)c2)s1	-4	1	0	-1	-0.31	-4	-12	11	-12
NC1=NC2(CCC(c3ccccc3)CC2)n2c(nc3ccccc32)N1 (centres undefined)	22	0.9	10	0.49	·	0	-11	11	-4
Cc1ccc(S(=O)(=O)NCC2CCC(C(=O)NCCCN3CCOCC3)CC2)cc1 (centres undefined)	-6	1	2	0.48	-0.11	0	-3	0	1
